# M. tuberculosis GlmU – inhibition of mycobacterial GlmU enzyme – biochemical, glucosamine-1-phosphate acetyltransferase (AID 1376); 220,000 compounds, 0.25% hits; M. tuberculosis GlmU acetyltransferase enzyme assay; higher % means a stronger effect; inhibition, %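 (tested at 30 µM in the primary screen)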, or IC50 in µM where a hit was titrated; Bifunctional protein GlmU (Mycobacterium tuberculosis (strain ATCC 25618 / H37Rv)); in the data active means inhibition above about 13%;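 further: 0% = complete reaction with vehicle and 100% = reaction without substrate; strong numbers were not always called active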
# RmlCD inh 1536 – M. tuberculosis RmlC/RmlD coupled enzyme inhibitors, primary screen, biochemical, compound mixtures, 384-well, from 1536-well plates. RmlC+RmlD coupled enzyme assay, percent inhibition; primary screen in compound mixtures. inhibition, % at 3.6 µM. 160,000 compounds, 0.03% hits. AID 1533, 2009; in the data active means inhibition mostly above about 34%, no sharp cut-off; further: some results filed as inactive read as strong as hits
# Target sequence (P9WH09 whole entry, looked up): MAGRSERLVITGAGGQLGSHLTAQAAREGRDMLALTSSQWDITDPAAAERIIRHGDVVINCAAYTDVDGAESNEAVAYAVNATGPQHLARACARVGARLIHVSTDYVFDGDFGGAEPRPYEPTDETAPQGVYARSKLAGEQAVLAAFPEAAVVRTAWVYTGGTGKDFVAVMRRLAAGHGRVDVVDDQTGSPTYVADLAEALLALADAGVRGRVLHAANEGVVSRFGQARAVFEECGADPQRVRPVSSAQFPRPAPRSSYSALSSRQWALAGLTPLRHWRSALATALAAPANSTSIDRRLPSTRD
# Target sequence (P9WH11 whole entry, looked up): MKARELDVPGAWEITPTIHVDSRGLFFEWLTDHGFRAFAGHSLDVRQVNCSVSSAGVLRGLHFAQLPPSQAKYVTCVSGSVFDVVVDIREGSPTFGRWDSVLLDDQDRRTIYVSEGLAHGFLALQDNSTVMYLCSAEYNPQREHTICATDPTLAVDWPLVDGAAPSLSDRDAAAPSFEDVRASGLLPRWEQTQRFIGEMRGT
# Active calls of the source: *; nt = no result given. These rows are one share of the data. The share of hits here may be higher or lower than overall.
structure	M. tuberculosis GlmU	RmlCD inh 1536
CCCCn1nnnc1NCc1ccc(OC)c(OC)c1	-1.3%	-5
CC1=NOC2(C)Nc3ncnn3C(c3ccccc3)C12 (configuration not stated)	-2.3%	5
C=CCN(CC=C)C(=O)CN1C(=O)c2ccccc2C1=O	5.9%	13
c1ccc(CSc2nnnn2-c2cccc3ccccc23)nc1	2.5%	nt
COc1ccc(/C=C/C(=O)NCC(c2ccc(F)cc2)N2CCOCC2)cc1OC (configuration not stated)	-1.2%	nt
c1ccc(-n2cc(CN3CCCC3)c(-c3ccc4c(c3)OCO4)n2)cc1	-4.9%	3
CC(=N/O)/C(C)=N\NC(=O)c1ccccn1	-3.7%	9
CCOC(=O)C1(Cc2ccccc2C(F)(F)F)CCN(C2CCCC2)CC1	-1.8%	12
COCCNc1ccc(-c2nn(C)c(=O)c3ccccc23)cc1[N+](=O)[O-]	0.5%	nt
CSc1ccc(CNCCN2CCOCC2)cc1	-5.7%	nt
COc1ccc([N+](=O)[O-])cc1NC(=O)CSCc1ccccc1	1.8%	14
CC(Cc1ccccc1)NC(=O)Cc1ccc(N(C)C)cc1 (configuration not stated)	3.2%	4
CCOC(=O)COc1ccc2c3c(c(=O)oc2c1C)CCC3	0.5%	22
Cn1c2c(c(=O)n(C)c1=O)C(c1ccc(F)cc1)C(C#N)=C(N)O2 (configuration not stated)	-2.4%	nt
CNC(=O)NNC(=O)c1onc(-c2c(Cl)cccc2Cl)c1C(=O)OC	-6.8%	9
O=C(O)c1cn(-c2ccccc2)c(=O)c2ccccc12	5.7%	0
O=C(NCCCN1CCOCC1)c1sc2ccccc2c1Cl	1.1%	-11
Cc1nn(CC(=O)NCC2CCCO2)c(C)c1[N+](=O)[O-] (configuration not stated)	7.6%	10
Cc1cc(C)nc(/N=C2\NC(=O)CC(C(=O)O)N2c2ccc(F)c(Cl)c2)n1 (configuration not stated)	-0.3%	2
COc1ccc(CNC(=O)CCn2c(=O)[nH]c3ccccc3c2=O)cc1	-3.6%	-10

# Rewritten with values under each structure: part of the list above
# Sequence of screens – M. tuberculosis GlmU | RmlCD inh 1536
CC(Cc1ccccc1)NC(=O)Cc1ccc(N(C)C)cc1 (configuration not stated)
 : 3.2% | 4
O=C(O)c1cn(-c2ccccc2)c(=O)c2ccccc12
 : 5.7% | 0
CC(=N/O)/C(C)=N\NC(=O)c1ccccn1
 : -3.7% | 9
C=CCN(CC=C)C(=O)CN1C(=O)c2ccccc2C1=O
 : 5.9% | 13
Cn1c2c(c(=O)n(C)c1=O)C(c1ccc(F)cc1)C(C#N)=C(N)O2 (configuration not stated)
 : -2.4% | nt
CC1=NOC2(C)Nc3ncnn3C(c3ccccc3)C12 (configuration not stated)
 : -2.3% | 5
Cc1nn(CC(=O)NCC2CCCO2)c(C)c1[N+](=O)[O-] (configuration not stated)
 : 7.6% | 10

# The results go on.
structure	M. tuberculosis GlmU	RmlCD inh 1536
CN(C)c1ccc(NC(=O)Cn2c(=O)n(Cc3ccccc3)c(=O)c3ccccc32)cc1	-1.0%	-6
Cn1c(COc2ccccc2)nnc1SCCSc1nnc(COc2ccccc2)n1C	0.4%	-8
COC(=O)C1=Nc2ccccc2/C1=C\c1c(O)n(C)c(=O)n(C)c1=O	5.0%	6
O=C1c2cccc3cc([N+](=O)[O-])cc(c23)C(=O)N1CC1CCCO1 (configuration not stated)	-3.6%	-1
O=C1CN(C(=O)c2ccco2)C(c2ccccc2)c2cc(Cl)ccc2N1 (configuration not stated)	-0.8%	3
CCCOc1ccc(N2C(=O)CC(N(CCc3ccc(OC)cc3)C(=O)c3cccc(F)c3)C2=O)cc1 (configuration not stated)	-7.3%	nt
COC(=O)c1ccc(NC(=O)COc2ccc(S(=O)(=O)N3CCCCC3)cc2)cc1	3.5%	5
CSCCCNC(=S)Nc1ccc(N2CCOCC2)cc1	0.1%	-16
CC(=O)Nc1nc(C)c(C(C)(C)C)s1	-6.2%	nt
CC(C)OC(=O)CSc1nnc2n1C(C)(C)Cc1ccccc1-2	-3.0%	nt
COc1ccc(NC(=S)NCc2cccnc2)cc1OC	0.8%	5
O=C(O)COc1ccccc1/C=N/NC(=O)CSc1nc2ccccc2c(=O)n1-c1ccc(Cl)cc1	3.0%	-4
CC1(C)CN=C(Nc2nc3ccccc3s2)S1	-3.2%	2
CCn1c(Cc2ccccc2)nnc1SCC(=O)Nc1ccc(N2CCOCC2)c(Cl)c1	6.1%	-4
O=C(Nc1cccc(C(F)(F)F)c1)c1cnc2n(c1=O)CCS2	-6.1%	5
COc1ccccc1NC(=S)N1CCNC(=O)C1CC(=O)Nc1cccc(C)c1 (configuration not stated)	-4.7%	nt
CC(=O)Nc1nc2ccc(C(=O)NC3CCCCC3)cc2s1	0.9%	nt
O=C(CN1C(=O)C2C3c4ccccc4C(c4ccccc43)C2C1=O)N1CCOCC1 (configuration not stated)	-7.7%	nt
COc1ccc(C2Nc3ccccc3C(=O)N2Cc2ccccc2)cc1COc1ccccn1 (configuration not stated)	6.8%	nt
Cc1nc2nc(C)c(CCC(=O)NCCC3=CCCCC3)c(C)n2n1	-3.6%	nt

# Pulled by structure from the list above (4):
structure	M. tuberculosis GlmU	RmlCD inh 1536
O=C1CN(C(=O)c2ccco2)C(c2ccccc2)c2cc(Cl)ccc2N1 (configuration not stated)	-0.8%	3
COc1ccccc1NC(=S)N1CCNC(=O)C1CC(=O)Nc1cccc(C)c1 (configuration not stated)	-4.7%	nt
O=C1c2cccc3cc([N+](=O)[O-])cc(c23)C(=O)N1CC1CCCO1 (configuration not stated)	-3.6%	-1
O=C(Nc1cccc(C(F)(F)F)c1)c1cnc2n(c1=O)CCS2	-6.1%	5

# Additional compounds follow.
structure	M. tuberculosis GlmU	RmlCD inh 1536
COCCn1nnnc1C(c1cc2cc(OC)c(OC)cc2[nH]c1=O)N1CCN(c2ccc(O)cc2)CC1 (configuration not stated)	4.0%	-6
O=C(c1ccc(Cn2cc(Cl)c([N+](=O)[O-])n2)cc1)N1CCN(Cc2ccccc2)CC1	2.4%	-8
CCc1ccc(N(C(=O)c2ccoc2C)C(C(=O)NC2CCCC2)c2ccc(OC)cc2)cc1 (configuration not stated)	-2.8%	46
CC(C)Cc1nnc(NC(=O)CCC(=O)N2CCN(S(=O)(=O)c3ccccc3)CC2)s1	8.5%	-13
O=C(CCc1nnc(COc2ccccc2)o1)NCc1ccc(Cl)s1	0.6%	6
FC(F)(F)c1ccc(N2CCN(c3ncnc4c3nnn4Cc3ccccc3Cl)CC2)cc1	-3.9%	nt
COc1ccc(CCNC(=O)C2CC(c3cc(C(F)(F)F)cc(C(F)(F)F)c3)=NO2)cc1 (configuration not stated)	-0.5%	nt
N#C/C(=N/O)c1nc(-c2ccc(F)cc2)cs1	3.9%	6
CCOC(=O)c1c(NC(=O)CN(CC)CC)sc2c1CCN(C(=O)OCC)C2	-0.1%	16
COc1c(C)cc(C(=O)C2CCCN(C(=O)c3cccc(F)c3)C2)cc1C (configuration not stated)	2.3%	nt
CCc1ccc(NCc2nc3ccccc3c(=O)[nH]2)cc1	1.6%	nt
N#Cc1nc(-c2ccccc2F)oc1NCc1ccccc1	0.2%	4
O=C(Cc1cccs1)Nc1nc(-c2ccc(F)cc2F)cs1	-0.8%	nt
COc1ccc(C2C(C(C)=O)=C(O)C(=O)N2CCCn2ccnc2)cc1 (configuration not stated)	2.9%	75
CC1CCCC(NC(=O)COC(=O)Cc2cn3ccsc3n2)C1C (configuration not stated)	-4.0%	nt
O=C(c1nn(Cc2ccccc2)c(=O)c2ccccc12)N1CCN(c2ccccn2)CC1	0.6%	5
COc1cccc(/C=N/NC(=O)CNC(=O)COc2ccccc2)c1O	-0.6%	8
CCc1ccc(NC(=O)Cc2ccc(OC)cc2)cc1	-0.9%	nt
O=C(CSCc1c(Cl)cccc1Cl)NN=C1CCCC1	-0.3%	4
COc1ccccc1CNC(=O)COC(=O)Cc1ccc(Cl)cc1	-2.9%	-7
O=C(Nc1cccc(C(F)(F)F)c1)c1cccnc1N1CCN(CCO)CC1	1.2%	7
CCCCOC(=O)Cn1c(=N)n(CCN(CC)CC)c2ccccc21	-11%	-10
COc1ccc(CCNC(=O)c2ccc(CNS(=O)(=O)c3cccc(Cl)c3)cc2)cc1OC	1.6%	-8
OCC1(Cc2ccccc2)CCN(CCCC2CCCC2)CC1	6.7%	2
COCCNC(=O)c1ccc(CS(=O)(=O)c2c(Cl)cccc2Cl)o1	-0.5%	4
CCOC(=O)CSc1nc2cccnc2n1-c1ccc(F)cc1	2.5%	nt
C=CCOc1cccc(C2C(C(=O)c3ccc(C)o3)=C(O)C(=O)N2c2nccs2)c1 (configuration not stated)	5.8%	-3
O=C1OC2(CCCCC2)OC(=O)C1=CNc1ccc2c(c1)OCO2	-0.1%	-11
COc1cccc(NC(=O)COC(=O)CCOc2ccccc2OC)c1	5.7%	-11
C/C(=N\Nc1nccnc1Cl)c1c(F)c(F)c(F)c(F)c1F	-6.5%	nt
Cc1ccccc1C(=O)Oc1cccc(Nc2ncnc3ccccc23)c1	0.0%	nt
COCCNC(=O)C(c1cccs1)N(Cc1cccs1)C(=O)Cn1nnc2ccccc21 (configuration not stated)	3.9%	nt
Cc1ccc2c(c1)-c1[nH]c(=S)ncc1CS2	-3.5%	3
O=S(=O)(c1ccccc1)N1CCC(O)(CSc2ccccc2)CC1	-11%	nt
O=C1NCCN1c1ccc(CN2CCN(C3CCCCC3)C(CCO)C2)cc1 (configuration not stated)	-0.5%	nt
COc1cc(C(CC(=O)N2CCOCC2)c2c(OC)cc(OC)c3ccc(=O)oc23)cc(OC)c1OC (configuration not stated)	2.9%	nt
Cc1c(/C=C/C(=O)c2cccs2)cnn1C	-3.6%	nt
Cc1cccc(C)c1OP(N)(=O)OCC(F)(F)F (configuration not stated)	-5.9%	4
COc1ccc(C(=O)NC(=S)Nc2cccc(S(=O)(=O)N3CCOCC3)c2)cc1	0.1%	-8
O=S(=O)(c1cccs1)N1CCN(S(=O)(=O)c2cccs2)CC1	0.3%	nt
O=C(c1cccc2ccccc12)N1CCN(c2ccccc2F)CC1	-2.6%	7
O=C(CSc1nnc(SCC(=O)c2ccco2)s1)c1ccco1	-0.2%	nt
COc1ccc(OCC(O)CN2CCN(c3ncccn3)CC2)cc1 (configuration not stated)	-0.1%	5
Cc1cc(N2CCOCC2)nc(-c2ccc(Br)cc2)n1	-3.4%	6
COc1ccc(CNC(=O)C2CSC(=O)C2)cc1 (configuration not stated)	1.0%	nt
CCCCCn1c(C)c2c(OCC)cccc(=O)c2c1C	-1.5%	6
Cc1ccc2cc(/C=N/NC(=O)[C@H](C)NC(=O)OC(C)(C)C)c(Cl)nc2c1	1.6%	7
C/C=C/COC(=O)c1[nH]c2c(c1C)C(=O)CC(c1ccco1)C2 (configuration not stated)	1.9%	nt
CCN(CC)CCSc1nc2ccc(OC)cc2[nH]1	6.1%	1
CCc1ccc(C(=O)COC(=O)CNC(=O)c2ccco2)cc1	7.8%	-5
CN1CCN(C(=O)c2ccc(-c3cccs3)s2)CC1	89%	5
CCOC(=O)C(CC)Sc1ccc2nnc(CCNS(=O)(=O)c3ccccc3)n2n1 (configuration not stated)	-3.7%	nt
O=c1nc(Nc2ccc(OCc3ccccc3)cc2)sc2ncccc12	2.0%	0
Cc1cccc(NC(=S)NC23CN4CN(CN(C4)C2)C3)c1	-4.2%	-4
O=C(Cc1ccccc1)Nc1nc(=O)c2ccccc2s1	-6.6%	nt
CCCCn1c(=O)nc2n(-c3ccc(C)cc3)c3ccccc3cc-2c1=O	3.2%	-15
CCSc1n[nH]c(=O)[nH]c1=O	1.4%	-5
Cc1ccc2nc(-c3ccc4c(c3)OCCO4)cc(C(=O)O)c2c1	5.2%	nt
COc1ccc(Cl)cc1N(CC(=O)NC(C(C)C)C(C)C)S(C)(=O)=O	-1.3%	4
O=C(Nc1c(-c2ccccc2)nc2ccccn12)c1cccs1	6.0%	5

# More records follow:
structure	M. tuberculosis GlmU	RmlCD inh 1536
CCCC(=O)NC(C)c1nc2ccccc2n1C(C)C (configuration not stated)	0.6%	-9
CCOC(=O)C1CCCN(c2cc(=O)n(-c3ccccc3Cl)c(=O)[nH]2)C1 (configuration not stated)	-0.2%	nt
CCOC(=O)C1=C(CNC(C)(C)CC(C)(C)C)NC(=O)NC1c1cccc([N+](=O)[O-])c1 (configuration not stated)	-1.5%	-9
CC1=NN(c2ccccc2)C(=O)C1/C=C1/C(=O)NC(=O)N(c2cccc(C)c2)C1=O (configuration not stated)	3.5%	nt
CCOc1ccc(NC(=O)C(C)SC(N)=O)cc1 (configuration not stated)	-1.0%	-4
Cc1ccc(C(=O)N/C(=C/c2ccc(-c3ccc(Br)cc3)o2)C(=O)NC2CCS(=O)(=O)C2)cc1 (configuration not stated)	7.8%	-5
Cc1ccsc1/C=C/c1ccc2cccc(O)c2n1	1.8%	-7
COc1ccc(Oc2ccc(N/C=C/C(=O)C(C)(C)C)cc2)cc1	-1.5%	10
Cc1ccc(S(=O)(=O)N(C)C)cc1NC(=O)c1ccc2ccccc2n1	-0.7%	14
COc1ccc(S(=O)(=O)Nc2ccc(N(C)C(C)=O)cc2)cc1	1.2%	-8
CCN1CCc2c(OCc3ccc(C(=O)OC)o3)cccc2C1=O	1.1%	-14
